TcdB GH inh: inhibitors of Clostridioides difficile toxin B glycohydrolase. AID 652162. TcdB glycohydrolase enzymatic assay, plate reader. actives 0.24% (n = 350,000). inhibition, % at 9.99 µM; in the data active = inhibition above about 10%
Target sequence (P18177 whole entry, looked up): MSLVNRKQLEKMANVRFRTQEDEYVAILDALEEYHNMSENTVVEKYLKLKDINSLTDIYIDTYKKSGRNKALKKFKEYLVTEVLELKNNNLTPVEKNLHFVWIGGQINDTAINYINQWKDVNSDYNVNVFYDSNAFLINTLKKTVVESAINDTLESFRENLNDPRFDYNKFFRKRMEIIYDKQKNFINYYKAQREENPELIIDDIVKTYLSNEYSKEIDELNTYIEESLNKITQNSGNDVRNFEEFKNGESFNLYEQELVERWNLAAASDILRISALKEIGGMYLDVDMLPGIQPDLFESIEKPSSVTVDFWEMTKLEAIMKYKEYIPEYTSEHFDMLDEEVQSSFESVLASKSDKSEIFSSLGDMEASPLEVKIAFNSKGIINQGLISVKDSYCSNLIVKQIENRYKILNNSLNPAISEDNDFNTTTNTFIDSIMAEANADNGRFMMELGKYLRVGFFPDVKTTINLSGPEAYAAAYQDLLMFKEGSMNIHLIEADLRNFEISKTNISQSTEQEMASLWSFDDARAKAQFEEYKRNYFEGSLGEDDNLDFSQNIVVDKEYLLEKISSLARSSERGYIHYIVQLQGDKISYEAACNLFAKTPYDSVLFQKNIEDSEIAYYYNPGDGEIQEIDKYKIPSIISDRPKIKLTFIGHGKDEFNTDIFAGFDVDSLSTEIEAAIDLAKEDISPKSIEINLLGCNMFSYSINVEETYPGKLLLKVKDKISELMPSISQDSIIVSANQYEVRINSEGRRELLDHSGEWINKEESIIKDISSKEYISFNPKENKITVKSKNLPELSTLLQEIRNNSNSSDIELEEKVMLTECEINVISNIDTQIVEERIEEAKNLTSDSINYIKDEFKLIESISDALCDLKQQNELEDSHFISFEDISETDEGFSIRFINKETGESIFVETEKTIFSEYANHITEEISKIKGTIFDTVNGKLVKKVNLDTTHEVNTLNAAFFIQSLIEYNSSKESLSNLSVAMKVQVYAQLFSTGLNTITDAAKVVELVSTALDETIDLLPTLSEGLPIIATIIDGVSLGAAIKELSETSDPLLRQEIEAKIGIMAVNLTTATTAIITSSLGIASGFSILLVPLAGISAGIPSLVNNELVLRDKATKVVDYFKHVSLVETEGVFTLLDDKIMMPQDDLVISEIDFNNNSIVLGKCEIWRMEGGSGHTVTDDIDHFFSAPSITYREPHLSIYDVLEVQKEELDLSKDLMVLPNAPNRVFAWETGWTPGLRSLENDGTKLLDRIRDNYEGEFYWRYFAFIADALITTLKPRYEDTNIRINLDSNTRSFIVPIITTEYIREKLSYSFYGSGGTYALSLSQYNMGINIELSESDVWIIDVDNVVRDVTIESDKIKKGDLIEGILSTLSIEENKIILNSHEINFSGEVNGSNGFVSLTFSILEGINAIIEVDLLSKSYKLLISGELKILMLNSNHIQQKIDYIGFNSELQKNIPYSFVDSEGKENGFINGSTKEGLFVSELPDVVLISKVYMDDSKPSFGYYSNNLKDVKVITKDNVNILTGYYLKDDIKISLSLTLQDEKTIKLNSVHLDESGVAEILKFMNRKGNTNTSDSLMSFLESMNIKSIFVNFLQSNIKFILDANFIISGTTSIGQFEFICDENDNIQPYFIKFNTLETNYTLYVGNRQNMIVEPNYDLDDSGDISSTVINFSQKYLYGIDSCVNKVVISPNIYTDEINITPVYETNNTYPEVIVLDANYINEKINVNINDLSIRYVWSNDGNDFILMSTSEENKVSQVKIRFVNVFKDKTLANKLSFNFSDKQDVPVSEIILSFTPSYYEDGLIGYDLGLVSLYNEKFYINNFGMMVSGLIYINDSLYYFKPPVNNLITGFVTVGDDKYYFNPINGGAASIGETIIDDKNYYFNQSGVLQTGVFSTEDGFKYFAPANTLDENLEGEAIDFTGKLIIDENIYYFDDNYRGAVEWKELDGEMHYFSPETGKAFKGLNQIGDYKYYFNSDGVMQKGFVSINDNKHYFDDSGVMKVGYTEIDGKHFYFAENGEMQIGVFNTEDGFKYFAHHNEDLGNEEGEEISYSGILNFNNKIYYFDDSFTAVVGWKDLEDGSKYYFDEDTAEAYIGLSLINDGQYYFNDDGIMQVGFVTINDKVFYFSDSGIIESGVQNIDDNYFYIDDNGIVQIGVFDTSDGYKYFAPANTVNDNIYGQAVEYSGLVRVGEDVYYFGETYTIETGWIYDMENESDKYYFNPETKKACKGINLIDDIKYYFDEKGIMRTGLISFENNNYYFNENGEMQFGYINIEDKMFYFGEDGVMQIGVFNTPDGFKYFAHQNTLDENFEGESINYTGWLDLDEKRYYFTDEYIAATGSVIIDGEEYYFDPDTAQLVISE
* hit, by the source's call; & = joins results of further samples. An excerpt, so the mix of outcomes need not match the whole.

C[C@H]1CN([C@@H](C)CO)C(=O)c2cc(C#CC3(O)CCCC3)cnc2O[C@@H]1CN(C)S(=O)(=O)c1ccccc1
  TcdB GH inh: -0.2

CCS(=O)(=O)N[C@H]1CC[C@H](CC(=O)NCc2ccc(Cl)cc2)O[C@H]1CO
  TcdB GH inh: -1.7

COC(=O)C1=C(C)N(Cc2ccccc2C(F)(F)F)C(=NCc2cccc(C(F)(F)F)c2)NC1CCc1ccccc1 (configuration not stated)
  TcdB GH inh: 2.3

Cc1ccc(CN2CC(=O)N3[C@H](CO)[C@@H](c4ccc(Br)cc4)[C@@H]3C2)cc1
  TcdB GH inh: 1.4

COc1ccc(S(=O)(=O)Nc2cccc3c2O[C@H](CN(C)C(=O)Nc2ccc(F)cc2)[C@@H](C)CN([C@@H](C)CO)C3=O)cc1
  TcdB GH inh: -0.3

N#Cc1cccc(-c2ccc(C3[C@H]4CNC[C@@H]3N4Cc3cccc(-c4ccncc4)c3)cc2)c1 (some centres not stated)
  TcdB GH inh: -0.6

O=C(Nc1cc(F)ccc1F)N1CCCCN2[C@@H](CO)[C@@H](c3ccc(-c4cncnc4)cc3)[C@@H]2C1
  TcdB GH inh: -0.6

CO[C@H]1CN(C)C(=O)c2ccc(NC(=O)C3CCOCC3)cc2OC[C@H](C)NC[C@@H]1C
  TcdB GH inh: 0.4

CC(=O)N(C)C[C@@H]1Oc2ncc(-c3cccc(C#N)c3)cc2C(=O)N([C@@H](C)CO)C[C@H]1C
  TcdB GH inh: 1.0

C[C@@H]1CN([C@H](C)CO)C(=O)c2cc(NS(=O)(=O)c3cccs3)ccc2O[C@@H]1CN(C)Cc1ccncc1
  TcdB GH inh: 0.6

C[C@@H]1CN([C@@H](C)CO)C(=O)Cc2cc(NC(=O)CCN3CCOCC3)ccc2O[C@H]1CN(C)S(=O)(=O)c1ccc(F)cc1
  TcdB GH inh: 0.6

C[C@@H]1CN([C@@H](C)CO)C(=O)Cc2cc(NC(=O)Nc3cccc4ccccc34)ccc2O[C@@H]1CN(C)CC1CC1
  TcdB GH inh: -0.7

COc1ccc(S(=O)(=O)N(C)C[C@H]2Oc3c(NC(=O)C4CC4)cccc3C(=O)N([C@H](C)CO)C[C@H]2C)cc1
  TcdB GH inh: -0.4

CC(C)NC(=O)Nc1ccc2c(c1)C(=O)N([C@@H](C)CO)C[C@@H](C)[C@@H](CN(C)C(=O)CCC(F)(F)F)OCCCC[C@@H](C)O2
  TcdB GH inh: 0.2

COc1cccc(-c2cn(CC[C@H]3CC[C@@H](NC(=O)CC4CC4)[C@H](CO)O3)nn2)c1
  TcdB GH inh: -0.3

C[C@H]1CN([C@@H](C)CO)C(=O)Cc2cc(NC(=O)Nc3cccc4ccccc34)ccc2O[C@H]1CN(C)S(=O)(=O)c1ccc(Cl)cc1
  TcdB GH inh: -1.6

COCCN(C[C@H]1N[C@H](CO)[C@@H]1c1ccc(-c2cccnc2)cc1)C(C)=O
  TcdB GH inh: -1.7

Cc1ccc(S(=O)(=O)N[C@@H]2CC[C@H](CCNC(=O)c3ccc4c(c3)OCO4)O[C@H]2CO)cc1
  TcdB GH inh: -0.2

COc1ccc2c3c([nH]c2c1)[C@H](CO)N(C(=O)CN(C)C)CC31CCN(Cc2ccccc2Cl)CC1
  TcdB GH inh: -2.1

O=C(NCCc1ccccc1)[C@H]1[C@H](CO)[C@H]2Cn3c(cccc3=O)[C@@H]1N2C(=O)C1CCC1
  TcdB GH inh: -0.3

O=C(C[C@H]1CC[C@@H](NC(=O)Cc2ccccn2)[C@H](CO)O1)NCCc1ccncc1
  TcdB GH inh: -1.2

C[C@@H]1CN([C@@H](C)CO)C(=O)Cc2cc(NS(=O)(=O)c3ccc(F)cc3)ccc2O[C@@H]1CN(C)C(=O)Nc1ccc(F)cc1
  TcdB GH inh: 0.3

Cc1ccc(S(=O)(=O)Nc2ccc3c(c2)C(=O)N([C@@H](C)CO)C[C@H](C)[C@H](CN(C)C(=O)C2CCCCC2)OCCCC[C@H](C)O3)cc1
  TcdB GH inh: 0.0

CC(C)NC(=O)Nc1ccc2c(c1)C(=O)N([C@@H](C)CO)C[C@H](C)[C@@H](CN(C)C(=O)Nc1ccc3c(c1)OCO3)O2
  TcdB GH inh: 0.5

O=C(C[C@H]1CC[C@@H](NC(=O)c2ccncc2)[C@@H](CO)O1)NCc1ccncn1
  TcdB GH inh: -0.4

CC(=O)N(C)C[C@@H]1Oc2ncc(C#Cc3cccc(F)c3)cc2C(=O)N([C@@H](C)CO)C[C@@H]1C
  TcdB GH inh: 0.4

CN1c2ccc(-c3ccc(C#N)cc3)cc2[C@H]2[C@H](CCN2S(=O)(=O)c2cccc(F)c2)[C@@H]1CO
  TcdB GH inh: -0.3

CC(C)NC(=O)N(C)C[C@@H]1Oc2ncc(-c3ccc(C(=O)N(C)C)cc3)cc2C(=O)N([C@@H](C)CO)C[C@H]1C
  TcdB GH inh: -1.7

COc1ccc(NC(=O)N(C)C[C@H]2Oc3ncc(C4=CCCC4)cc3C(=O)N([C@@H](C)CO)C[C@H]2C)cc1
  TcdB GH inh: 0.5

C[C@H](CO)N1C[C@H](C)[C@H](CN(C)C(=O)Nc2ccc(F)cc2)Oc2ccc(NC(=O)Nc3ccc(F)cc3)cc2C1=O
  TcdB GH inh: -1.3

CS(=O)(=O)N1[C@H](C#N)[C@@H](c2ccccc2-c2ccccc2)[C@@H]1CO
  TcdB GH inh: -0.8

O=C(C[C@H]1CC[C@@H]2[C@H](COC[C@H](O)CN2C(=O)c2cccnc2)O1)Nc1ccc(-c2ccccc2)cc1
  TcdB GH inh: 0.5

CCS(=O)(=O)Nc1ccc2c(c1)C(=O)N(C)[C@@H]1CC[C@@H](CC(=O)OC)O[C@@H]1CO2
  TcdB GH inh: -14

O=C(C[C@@H]1C[C@H]2c3cc(NC(=O)C4CCOCC4)ccc3O[C@H]2[C@H](CO)O1)NCc1ccccn1
  TcdB GH inh: -3.0

C[C@H](CO)N1C[C@H](C)[C@@H](CN(C)C(=O)Nc2ccc(F)cc2)OCCCC[C@H](C)Oc2ccc(NS(C)(=O)=O)cc2C1=O
  TcdB GH inh: -2.0

COC(=O)C[C@H]1C[C@@H]2c3cc(NC(=O)NC4CCCCC4)ccc3O[C@@H]2[C@@H](CO)O1
  TcdB GH inh: 0.1

COc1ccc(S(=O)(=O)N2CCCCN3[C@H](CO)[C@@H](c4ccc(-c5cccnc5)cc4)[C@@H]3C2)cc1
  TcdB GH inh: -0.5

CCC(=O)N1[C@@H]2c3ccc(C4=CCCCC4)c(=O)n3C[C@@H]2[C@@H](CO)[C@@H]1C(=O)NCc1ccc(F)cc1
  TcdB GH inh: 0.7

C[C@H]1CN([C@@H](C)CO)C(=O)c2cc(NC(=O)CCCCCC(=O)Nc3ccccc3N)ccc2O[C@H]1CN(C)Cc1ccc2c(c1)OCO2
  TcdB GH inh: -0.6

COc1ccccc1-c1ccc(C2[C@@H]3CN(S(=O)(=O)c4ccc(F)cc4)C[C@H]2N3)cc1 (some centres not stated)
  TcdB GH inh: 0.7&0.2

CCCNC(=O)Nc1ccc2c(c1)OC[C@H](C)N(Cc1ccncc1)C[C@@H](C)[C@H](OC)CN(C)C2=O
  TcdB GH inh: 1.4

C/C=C/c1ccc([C@H]2[C@@H](CO)N3C(=O)CN(C(=O)Nc4ccc(OC)cc4)C[C@H]23)cc1
  TcdB GH inh: -0.9

C[C@@H]1CN([C@H](C)CO)C(=O)c2cc(N(C)C)ccc2O[C@@H]1CN(C)Cc1ccc(-c2ccccc2)cc1
  TcdB GH inh: -5.0

COc1ccc(-c2ccc(C3[C@H]4CNC[C@@H]3N4C(=O)Nc3ccc4c(c3)OCO4)cc2)cc1 (some centres not stated)
  TcdB GH inh: -1.2&-0.5

C[C@H](CO)N1C[C@H](C)[C@H](CN(C)Cc2ccc(Oc3ccccc3)cc2)Oc2ccc(NC(=O)c3ccncc3)cc2C1=O
  TcdB GH inh: 1.0

COc1ccc(S(=O)(=O)Nc2ccc3c(c2)C(=O)N([C@H](C)CO)C[C@H](C)[C@H](CN(C)Cc2ccc(Cl)c(Cl)c2)OCCCC[C@H](C)O3)cc1
  TcdB GH inh: 1.1

C[C@H]1CN([C@@H](C)CO)C(=O)c2cccc(NC(=O)C3CCOCC3)c2O[C@H]1CN(C)Cc1ccccc1
  TcdB GH inh: -0.1

COc1ccccc1C#Cc1ccc([C@H]2[C@@H](CO)N(C(=O)C3CCCCC3)[C@H]2C#N)cc1
  TcdB GH inh: 0.9

COc1cccc(S(=O)(=O)N2C[C@@H](O)COC[C@H]3O[C@@H](CC(=O)NCCCN4CCOCC4)CC[C@@H]32)c1
  TcdB GH inh: 0.2

COc1cccc(CN2[C@H](CO)[C@@H]3c4ccccc4N(C(=O)c4cccnc4)C[C@@H]32)c1
  TcdB GH inh: -5.6

O=C(/C=C/c1ccccc1)Nc1cccc(C(=O)NCc2ccccc2)c1
  TcdB GH inh: 2.3

Cc1noc(C)c1NC(=O)N(C)C[C@H]1Oc2c(NC(=O)C3CCOCC3)cccc2C(=O)N([C@@H](C)CO)C[C@H]1C
  TcdB GH inh: 0.4

COc1ccc(CN(C)C[C@H]2Oc3c(NC(=O)C4CC4)cccc3C(=O)N([C@@H](C)CO)C[C@@H]2C)cc1
  TcdB GH inh: 0.6

COCC(=O)N1[C@H](CO)[C@H](c2ccc(C3=CCCCC3)cc2)[C@@H]1C#N
  TcdB GH inh: 1.1

CCCNC(=O)Nc1ccc2c(c1)OC[C@@H](C)N(C(=O)c1ccccc1F)C[C@H](C)[C@@H](OC)CN(C)C2=O
  TcdB GH inh: 0.1

COc1ccc(-c2ccc([C@@H]3[C@H](CO)N4CCCCN(C(=O)c5ccc(F)cc5)C[C@@H]34)cc2)cc1
  TcdB GH inh: 0.5

COc1ccc(S(=O)(=O)N2C[C@H](O)COC[C@H]3O[C@@H](CC(=O)NCc4ccc(Cl)c(Cl)c4)CC[C@@H]32)cc1
  TcdB GH inh: -0.3

C[C@H]1CN([C@@H](C)CO)C(=O)Cc2cc(NC(=O)Cn3cnnn3)ccc2O[C@@H]1CN(C)S(=O)(=O)c1cn(C)cn1
  TcdB GH inh: -1.3

COc1ccc(S(=O)(=O)N(C)C[C@@H]2Oc3c(NC(=O)Nc4ccc(F)cc4)cccc3C(=O)N([C@@H](C)CO)C[C@H]2C)cc1
  TcdB GH inh: 0.7

Cc1ccc(S(=O)(=O)N[C@@H]2CC[C@@H](CCNC(=O)C3CCCC3)O[C@H]2CO)cc1
  TcdB GH inh: -2.5

COCC#Cc1cnc2c(c1)C(=O)N([C@@H](C)CO)C[C@@H](C)[C@H](CN(C)C(=O)C1CCCCC1)O2
  TcdB GH inh: 0.9

C[C@@H]1CN([C@H](C)CO)C(=O)c2cc(-c3ccccc3)cnc2O[C@@H]1CN(C)C(=O)NC1CCCC1
  TcdB GH inh: 0.9

COc1ccccc1-c1ccc2c(c1)O[C@@H](CN(C)S(=O)(=O)c1ccc(C)cc1)[C@@H](C)CN([C@@H](C)CO)S2(=O)=O
  TcdB GH inh: -0.2

C[C@@H]1CCCCO[C@@H](CN(C)Cc2ccc(C(=O)O)cc2)[C@@H](C)CN([C@H](C)CO)C(=O)c2cc(NS(=O)(=O)c3cccs3)ccc2O1
  TcdB GH inh: -0.5

C[C@H](CO)N1C[C@H](C)[C@@H](CN(C)Cc2cncnc2)Oc2cc(-c3ccncc3)ccc2S1(=O)=O
  TcdB GH inh: -0.5

CN1C(=O)c2cc(NC(=O)c3ccc4c(c3)OCO4)ccc2OC[C@@H]2O[C@@H](CC(=O)O)CC[C@H]21
  TcdB GH inh: 0.3

CCNC(=O)[C@H]1[C@H](CO)[C@H]2Cn3c(ccc(-c4ccc(F)cc4)c3=O)[C@@H]1N2C(=O)c1ccccn1
  TcdB GH inh: 0.3

COc1ccc(CN(C)C[C@H]2Oc3ccc(NS(=O)(=O)c4ccc(F)cc4)cc3CC(=O)N([C@H](C)CO)C[C@@H]2C)cc1
  TcdB GH inh: 1.0

C[C@H](CO)N1C[C@H](C)[C@H](CN(C)S(=O)(=O)c2ccc(F)cc2)OCCCC[C@H](C)Oc2ccc(NC(=O)CCCN(C)C)cc2C1=O
  TcdB GH inh: -2.1

CC(C)C#Cc1ccc([C@H]2[C@@H](C#N)N(C(=O)c3ccccn3)[C@@H]2CO)cc1
  TcdB GH inh: -1.0

COc1cccc(NC(=O)C[C@H]2CC[C@@H]3[C@@H](COc4ccc(NC(C)=O)cc4C(=O)N3C)O2)c1
  TcdB GH inh: -2.9

COc1ccc(S(=O)(=O)N(C)C[C@H]2OCCCC[C@@H](C)Oc3ccc(NS(=O)(=O)c4cn(C)cn4)cc3C(=O)N([C@H](C)CO)C[C@@H]2C)cc1
  TcdB GH inh: 1.1

Cc1noc(C)c1S(=O)(=O)Nc1ccc2c(c1)CC(=O)N([C@H](C)CO)C[C@H](C)[C@@H](CN(C)S(=O)(=O)c1cn(C)cn1)O2
  TcdB GH inh: -3.0

C[C@@H]1CN([C@@H](C)CO)C(=O)c2cccc(NC(=O)c3nc4ccccc4s3)c2O[C@H]1CN(C)S(=O)(=O)c1ccc(F)cc1
  TcdB GH inh: -0.7

COc1ccc(-c2ccc3c(n2)CCCN3S(=O)(=O)c2ccc(OC)cc2)cc1
  TcdB GH inh: -7.9

Given in markdown: four of the compounds above
| SMILES | TcdB GH inh |
| --- | --- |
| C[C@@H]1CCCCO[C@@H](CN(C)Cc2ccc(C(=O)O)cc2)[C@@H](C)CN([C@H](C)CO)C(=O)c2cc(NS(=O)(=O)c3cccs3)ccc2O1 | -0.5 |
| C[C@H](CO)N1C[C@H](C)[C@@H](CN(C)Cc2cncnc2)Oc2cc(-c3ccncc3)ccc2S1(=O)=O | -0.5 |
| CN1C(=O)c2cc(NC(=O)c3ccc4c(c3)OCO4)ccc2OC[C@@H]2O[C@@H](CC(=O)O)CC[C@H]21 | 0.3 |
| CCNC(=O)[C@H]1[C@H](CO)[C@H]2Cn3c(ccc(-c4ccc(F)cc4)c3=O)[C@@H]1N2C(=O)c1ccccn1 | 0.3 |

Further results follow.
COc1ccc(S(=O)(=O)Nc2cccc3c2O[C@@H](CN(C)S(=O)(=O)c2ccc(OC)cc2)[C@@H](C)CN([C@H](C)CO)C3=O)cc1
  TcdB GH inh: 0.9

C[C@H](O)C#Cc1cnc2c(c1)C(=O)N([C@H](C)CO)C[C@@H](C)[C@H](CN(C)C(=O)c1ccccc1)O2
  TcdB GH inh: -0.7

C[C@@H]1CN([C@@H](C)CO)C(=O)c2cc(/C=C/c3ccccc3)cnc2O[C@H]1CN(C)C(=O)CN1CCOCC1
  TcdB GH inh: 1.0

COc1ccc(S(=O)(=O)Nc2ccc3c(c2)C(=O)N([C@H](C)CO)C[C@H](C)[C@@H](CN(C)C)OCCCC[C@H](C)O3)cc1
  TcdB GH inh: 0.7&0.7&0.6
